APEX1 inh = APE1 (human) endonuclease inhibition. P27695. recombinant APE1, TAMRA/BHQ-2 abasic DNA cleavage fluorescence. Potency, µM (doses to about 65.8 µM), inactives show at the top dose activity change, negative = inhibition, hits mostly inhibitors. actives 0.35% (n = 350,000);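 further: potency means the concentration at half of the fitted maximal effect; plate controls were vehicle for no effect and reference inhibitor for full effect; nearly all actives have a fitted effect of over 55% in size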
Target sequence (P27695 whole entry, looked up): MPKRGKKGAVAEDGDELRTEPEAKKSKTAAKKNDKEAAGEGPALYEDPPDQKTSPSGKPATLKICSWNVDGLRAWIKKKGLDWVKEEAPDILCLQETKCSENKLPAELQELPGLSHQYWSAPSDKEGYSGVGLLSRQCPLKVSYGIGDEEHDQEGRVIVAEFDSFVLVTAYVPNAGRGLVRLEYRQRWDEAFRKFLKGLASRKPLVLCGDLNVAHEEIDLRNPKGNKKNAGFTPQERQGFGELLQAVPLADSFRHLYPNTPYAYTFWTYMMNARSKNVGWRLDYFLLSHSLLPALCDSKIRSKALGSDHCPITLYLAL
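Enzyme (0.75 nM final) and test compound are incubated 15 min at room temperature before adding 50 nM quenched THF abasic-site duplex. Cleavage dequenches TAMRA, followed at 525/598 nm over three reads one minute apart.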
POLK inh = DNA polymerase kappa (human) inhibition; Q9UBT6; purified Pol kappa, fluorescent DNA synthesis assay, 10 min; Potency, µM (doses to about 107 µM), for inactives: at the top dose activity, negative = inhibition, most hits filed as inhibitors; actives 0.53% (n = 400,000); AID 588579; further: potency means the concentration at half of the fitted maximal effect; on the % scale 0 is the no-effect control and ±100 the full control effect
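Activity was followed as the change in fluorescence between reads at 0 and 10 min after starting the reaction with 50 nM substrate. Beforehand, 10 nM polymerase had been preincubated with compound for 15 min at room temperature.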
PGK inhibitor = T. brucei PGK inhibition; PGK/GAPDH coupled, Kinase-Glo luminescence, 60 min; P07378; Potency, µM (highest dose often 57.5 µM), inactives show at the highest dose activity change, negative = inhibition, actives largely listed as inhibitors; actives 0.043% (n = 380,000); further: potency means the concentration at half of the fitted maximal effect; on the % scale 0 is the no-effect control and ±100 the full control effect; nearly all actives have a fitted effect of over 60% in size
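Recombinant glycosomal PGK reaction used 1,3-bisphosphoglycerate generated in-well by GAPDH (100nM final) in 100mM TEA pH 7.6, 5mM MgCl2, 0.01% Tween-20. After 60 minutes at room temperature, ATP was read by Kinase-Glo Plus luminescence end-point.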
RXFP1 antagonist = antagonists of human relaxin receptor RXFP1 | AID 1259400 | activity change, negative = inhibition, % at 57.5 µM | Q9HBX9 | HEK293-RXFP1, relaxin-stimulated cAMP HTRF, 30 min; active compounds read low | actives 0.59% (n = 350,000);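 active means activity change of -60% or lower, but not beyond a set lower limit; inconclusive means change between -60% and -40%, or beyond the set limit; inactive means change above -40%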; further: on the % scale 0 is the no-effect control and ±100 the full control effect
Target sequence (Q9HBX9 whole entry, looked up): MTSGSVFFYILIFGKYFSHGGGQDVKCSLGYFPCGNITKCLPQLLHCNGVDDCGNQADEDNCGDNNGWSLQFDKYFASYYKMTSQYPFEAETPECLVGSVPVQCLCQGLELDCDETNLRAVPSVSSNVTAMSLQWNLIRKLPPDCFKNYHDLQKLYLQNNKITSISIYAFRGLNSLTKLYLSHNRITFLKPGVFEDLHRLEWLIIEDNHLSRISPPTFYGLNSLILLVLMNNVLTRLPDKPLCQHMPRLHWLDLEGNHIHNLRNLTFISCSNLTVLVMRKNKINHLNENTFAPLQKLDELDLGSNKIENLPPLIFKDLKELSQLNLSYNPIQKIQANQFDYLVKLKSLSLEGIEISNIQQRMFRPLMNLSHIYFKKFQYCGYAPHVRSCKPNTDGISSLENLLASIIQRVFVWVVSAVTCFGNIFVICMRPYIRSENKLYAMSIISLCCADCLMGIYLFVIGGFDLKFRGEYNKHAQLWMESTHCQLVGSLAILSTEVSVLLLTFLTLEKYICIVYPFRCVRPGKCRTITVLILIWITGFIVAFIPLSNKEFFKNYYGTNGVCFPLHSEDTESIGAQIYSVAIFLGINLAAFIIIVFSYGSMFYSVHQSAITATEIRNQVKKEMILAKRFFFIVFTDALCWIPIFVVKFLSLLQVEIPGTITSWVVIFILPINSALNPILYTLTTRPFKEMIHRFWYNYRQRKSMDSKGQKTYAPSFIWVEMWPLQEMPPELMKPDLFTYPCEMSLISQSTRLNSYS
Apoferritin bind = candidate novel general anesthetic via apoferritin binding; AID 485281; actives 0.074% (n = 350,000); apoferritin/1-aminoanthracene competitive binding, fluorescence; P02791; Potency, µM (series often up to 77.5 µM), without a hit: top-dose activity change, negative = displacement, most hits filed as inhibitors; further: potency means the concentration at half of the fitted maximal effect; on the % scale 0 is the no-effect control and ±100 the full control effect; nearly all actives have a fitted effect of over 20% in size
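10 uM apoferritin + 50% sat. 1-AMA, PBS; cpd 10 min RT; Ex380/Em535 endpoint; normalized to free probe vs complex; 4-param Hill fit; propofol titration as pos. ctrl.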
Pol beta inh = blocks human DNA polymerase beta activity; actives 1.3% (n = 340,000); P06746; Pol beta primer extension/strand displacement, fluorescence kinetic; Potency, µM (top dose mostly 114 µM), for the others: at the top dose activity change, negative = inhibition, usual class: inhibitors; AID 485314; further: potency means the concentration at half of the fitted maximal effect; on the % scale 0 is the no-effect control and ±100 the full control effect
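Enzyme-only controls used 10 nM Pol beta; buffer lacking enzyme served as negative control. Compound preincubated 15 min, then 50 nM substrate added; 0 and 10 min reads at room temperature.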
BLM helicase inh = inhibitors of human Bloom syndrome helicase BLM; recombinant BLM DNA unwinding, fluorescence dequenching; actives 0.2% (n = 350,000); AID 2528; Potency, µM (top dose mostly 56.1 µM), for the others: top-dose activity change, negative = inhibition, most hits filed as inhibitors;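 further: potency means the concentration at half of the fitted maximal effect; plate controls were vehicle for no effect and no enzyme for full effect; nearly all actives have a fitted effect of over 35% in size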
Pol eta inh = inhibitors of human DNA polymerase eta. AID 588591. actives 1.2% (n = 390,000). Q9Y253. Potency, µM (series often up to 114 µM), for the others: at the top dose activity change, negative = inhibition, hits mostly inhibitors. recombinant Pol eta, fluorescent DNA replication assay; further: potency means the concentration at half of the fitted maximal effect; on the % scale 0 is the no-effect control and ±100 the full control effect
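Pol eta (10 nM) was preincubated with compounds for 15 min at room temperature, after which fluorescent replication substrate (50 nM final) was added to start the reaction. Fluorescence was read kinetically at 0 and 10 min.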
Pol iota inh = blocks human DNA polymerase iota activity. Pol iota fluorescent replication assay, 10 min. Potency, µM (top dose mostly 115 µM), for inactives: top-dose activity, negative = inhibition, most hits filed as inhibitors. Q9UNA4. actives 1% (n = 390,000); further: potency means the concentration at half of the fitted maximal effect
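Fluorescent replication assay read twice, at 0 min and 10 min after adding 50 nM (final) substrate. Enzyme (10 nM) and compounds were first incubated 15 min at room temperature; enzyme-free buffer wells were negative controls.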
Active calls of the source: *; i = inactive; ? = inconclusive; . = no result given; & = joins results of further samples; [ ] = dose if it differs, or a comment. Unless noted, the call rests on the fitted dose curve; in most records, active means well fitted curve in the direction sought with a large enough effect; inconclusive means small, poorly fitted or top-dose-only effect, or another doubt; inactive means no such curve, though single readings can be large; an effect the other way counts as inactive or inconclusive. Only part of the results is shown; rates above refer to the full screens.

SMILES	APEX1 inh	POLK inh	PGK inhibitor	RXFP1 antagonist	Apoferritin bind	Pol beta inh	BLM helicase inh	Pol eta inh	Pol iota inh
Cc1cc(C)c2c3c(sc2n1)C(c1ccccc1)C(C#N)=C(N)O3 (stereo not given)	18%	-21%	-5%	15	5%	-18%	-1%	-14%	23%
CC1(C)CC(=O)c2c(O)cc(O)cc2O1	0%	-10%	i	9	-13%	29%	-1%	-12%	0%[58.9 µM]
C#CCOCCOCCOCCNc1nc(N2CCN(C(=O)[C@H]([C@@H](C)CC)n3cc([C@@H](N)Cc4ccc(O)cc4)nn3)CC2)nc(N2CCN(C(=O)[C@H]([C@@H](C)CC)n3cc([C@@H](N)CC(C)C)nn3)CC2)n1	4%	-10%	-5%	.	-20%	12%	-4%	-13%	-2%
CCOc1ccc(-c2nn(-c3ccccc3)cc2/C=C2\SC(=S)N(Cc3ccco3)C2=O)cc1	2%	-6%	-5%	.	-9%	5%	-2%	-1%	5%
O=C(NCc1nc2ccccc2[nH]1)c1cccc(S(=O)(=O)N2CCOCC2)c1	15%	-2%	-2%	2	-1%	2%	-10%	-15%	-4%
COc1ccc(NC(=O)CSc2nnc(CN3CCOCC3)n2-c2ccccc2)cc1Cl	-7%	-6%	13%	-11	2%	1%	1%	-14%	13%
CCCc1ccc2oc(C(=O)N(Cc3ccncc3)CC3CCCO3)c(C)c2c1 (stereo not given)	5%	0%	-10%	-8	-23%	27%	-8%	-9%	32%
CCOC(=O)c1cccc(NC(=O)CC2Oc3ccccc3NC2=O)c1 (stereo not given)	15%	-3%	.	8	-2%	10%	-4%	-10%	?
O=C(Nc1cccc(NC(=O)c2cccc(F)c2)n1)c1cccc(F)c1	2%	0%	-8%	-7	-5%	30%	-8%	-19%	88%[activator]
O=C(NC1CCCc2ccccc21)C1CCN(S(=O)(=O)N2CCCCCC2)CC1 (stereo not given)	9%	10%	i	-20	2%	32%	-4%	-9%	17%
CCCCOc1ccccc1-c1ccccc1CN1[C@@H](C(C)C)COCCS1(=O)=O	-13%	-12%	i	.	.	.	.	-4%	-8%
Fc1ccc(-c2nn3c(C4COc5ccccc5O4)nnc3s2)cc1 (stereo not given)	27%	-16%	3%	14	-22%	5%	-6%	-9%	6%
COc1ccc(-c2ccc(OC)c(C3C4C=CCC(C)C4C(=O)N3Cc3ccccc3)c2)cc1C (stereo not given)	1%	13%	.	.	39%[activator]	.	-15%	.	7%
C#CCOCCOCCOCCNc1nc(N2CCN(C(=O)[C@H]([C@@H](C)CC)n3cc(CCC(=O)O)nn3)CC2)nc(N2CCN(C(=O)[C@H](CCCCN)n3cc(CCCC)nn3)CC2)n1	.	4%	3%	.	.	.	.	-9%	16%
Cc1nn(-c2ccccc2)c2[nH]c(=O)cc(C(F)F)c12	23%	4%	-8%	-16	.	.	.	-17%	32%[activator]
O=C(Cc1ccc(Br)cc1)NNC(=O)Nc1ccc(Cl)cc1	3%	-2%	-9%	-15	-5%	-2%	-6%	-16%	8%
CC(=O)N(C)c1ccc(OCC(O)Cn2c(C)nc3ccccc32)cc1 (stereo not given)	-3%	-4%	0%	-18	-1%	12%	-3%	-21%	74%[activator]
Oc1c(CN2CCOCC2)ccc(CN2CCOCC2)c1O	.	?	-4%	9	.	.	.	-19%	10µM*
CC(C)CC(=O)c1c[nH]c(C(=O)NCc2ccc(F)cc2)c1	29%	-2%	1%	-3	21%	-4%	-6%	?	-15%
O=C(CSc1nc2c([nH]c3ccccc32)c(=O)n1-c1ccc(F)cc1)NCc1ccco1	-1%	3%[60.1 µM]	-9%&10%	.	40%&60%[activator]	9%&0%	-2%&-2%	6%&-19%	-7%&-6%
COc1cc(C(C)=O)ccc1Oc1cnccn1	-2%	-4%	9%	6	-2%	0%	-2%	-1%	152%[activator]
O=C(/C=C/c1cn(CC(O)CN2CCc3ccccc32)c2ccccc12)c1ccc(Br)cc1 (stereo not given)	.	1%	-1%	.	-9%	37%	-7%	-7%	13%
Cn1cc(CNC(=O)C2CCC(=O)N(Cc3ccccc3F)C2)cn1 (stereo not given)	-6%	-23%	2%	4	-1%	17%	-2%	-1%	-25%
O=C1CC(c2nc3ccccc3[nH]2)CN1c1cccc(Cl)c1 (stereo not given)	.	-31%	i	.	-9%	-2%	0%	-2%	?
Cc1ccc(OCCOCCN2CCCC2)c(Br)c1	27%	4%	-8%	8	8%	1%	3%	1%	-8%

The last 3 entries of the section before open the next one:
SMILES	APEX1 inh	POLK inh	PGK inhibitor	RXFP1 antagonist	Apoferritin bind	Pol beta inh	BLM helicase inh	Pol eta inh	Pol iota inh
Cn1cc(CNC(=O)C2CCC(=O)N(Cc3ccccc3F)C2)cn1 (stereo not given)	-6%	-23%	2%	4	-1%	17%	-2%	-1%	-25%
O=C1CC(c2nc3ccccc3[nH]2)CN1c1cccc(Cl)c1 (stereo not given)	.	-31%	i	.	-9%	-2%	0%	-2%	?
Cc1ccc(OCCOCCN2CCCC2)c(Br)c1	27%	4%	-8%	8	8%	1%	3%	1%	-8%
CN1CCN(c2cc(=O)n(-c3ccc(Cl)cc3)c(=O)[nH]2)CC1	-7%	2%	-1%	.	-5%	15%	2%	-17%	9%
O=C(NCCn1cc(SCc2ccccc2)c2ccccc21)c1cccs1	.	?	4%	.	80%[activator]	17%	-14%	-18%	89µM*
Cc1cccc(NC(=O)c2ccc(S(=O)(=O)N3CCCCCC3)cc2)n1	49%[activator]	4%	-2%	-7	.	.	.	-16%	21%
Cc1ccc(-c2cc(Cc3cccs3)c(=O)[nH]n2)cc1	1%	0%	-2%	-15	-4%	-19%	-2%	-17%	28%
Cc1ccc(-n2ncc3c(N4CCN(Cc5ccccc5)CC4)ncnc32)cc1	.	0%[60.1 µM]	-9%	-14	-5%	3%	-7%	-13%	-16%
CC(C)COc1cccc(-c2cc(C(=O)N/N=C/c3ccncc3)c3ccccc3n2)c1	10%	5%	-9%	-14	-8%	4%	-16%	?	2%
O=C(O)c1ccccc1C(=O)OCc1ccccc1	0%	-18%	-6%	-7	-6%	21%	2%	-21%	-2%
CC(=O)Nc1ccc(S(=O)(=O)Oc2cccc(N3C(=O)C4CCCCC4C3=O)c2)cc1 (stereo not given)	-2%	-14%	-5%	-13	?	13%	0%	-9%	17%
COc1ccc(N2C(=O)CC(Cc3ccccc3)C2=O)cc1 (stereo not given)	-2%	-4%	-2%	9	?	2%	-4%	-20%	17%
O=C1c2ccccc2C(=O)N1CCCn1ccnc1	6%	9%	-8%	2	-3%	2%	-3%	-6%	-1%
FC(F)Oc1ccc(NC(=S)Nc2ccc3cn[nH]c3c2)cc1	-2%	-27%	-5%	-3	4%	2%	-7%	-23%	50%[activator]
Cc1onc(-c2c(Cl)cccc2Cl)c1C(=O)N(C)Cc1ccccc1	21%	6%	-6%	3	-15%	0%	-2%	-21%	19%
Cc1cc(C)cc(-c2nnc(SCC(=O)NCc3cccs3)o2)c1	2%	-1%	-3%	5	-20%	8%	0%	3%	-15%
Cn1c(CCNC(=O)c2cc(COc3ccc(F)c(F)c3)on2)nc2ccccc21	2%	-3%	0%	-5	?	10%	-9%	-19%	53%[activator]
CCCCOc1ccc(NC(=O)CN2CCN(C(=O)OCC)CC2)cc1	13%	5%	i	-12	-9%	23%	-3%	-16%	26%
O=C(/C=C/c1ccccc1)Nc1cccc(C(=O)NCCc2ccccc2)c1	.	2%	-3%	.	.	.	.	0%	?
COc1cccc(NC(=O)COC(=O)/C=C/c2ccc(Cl)cc2Cl)c1	?	-6%	-10%	-17	?	-1%	-2%	-5%	9%
CCCCCCCNC1=CC(=O)CC(c2ccccc2)C1 (stereo not given)	5%	6%	0%	-4	-3%	4%	0%	-8%	8%
CCn1nc(C)cc1C(=O)Sc1ccc(C)cc1	0%	-15%	5%	6	0%	-6%	-2%	-11%	37%[activator]
CC1OC23CCCCC2C(C#N)(C(=N)O3)C1(C#N)C#N (stereo not given)	-3%	-5%	3%	12	78%[activator]	10%	-12%	-9%	47%[activator]
COc1ccc(N2CCN(C(=O)Cn3cnc4c(cnn4-c4ccccc4)c3=O)CC2)cc1	-1%	-2%	-1%	2	-3%	-27%	-1%	-2%	28%
COc1cc(/C=N/NC(=O)c2nonc2C)ccc1O	-2%	-8%	-13%	-7	-10%	8%	-1%	-3%	-17%
O=S(=O)(c1ccccc1)N(Cc1ccccn1)Cc1ccccn1	67%[activator]	-9%	3%	12	24%	1%	-2%	-6%	-21%
CCOC(=O)CSc1nc2c(sc3ccccc32)c(=O)n1CCc1ccccc1	.	2%[60.1 µM]	1%	.	3%	21%	1%	1%	10%
CCN1/C(=C/C(=S)Nc2ccccc2)Sc2ccccc21	-6%	-18%	-11%	-5	-13%	1%	-10%	-17%	?
Additional compounds:
SMILES	APEX1 inh	POLK inh	PGK inhibitor	RXFP1 antagonist	Apoferritin bind	Pol beta inh	BLM helicase inh	Pol eta inh	Pol iota inh
NC(N)=Nc1nc2cc([N+](=O)[O-])ccc2o1	-1%	-2%	-7%	3	-9%	4%	0%	-16%	32%[activator]
CN1C(=O)c2c(sc3c2CCCC3)NC1c1ccccc1O (stereo not given)	10%	.	.	.	-13%	-12%	-6%	.	.
CSc1ccc(C2N=C(c3ccccc3)NO2)cc1 (stereo not given)	17%	-2%	-8%	-17	7%	1%	-6%	-17%	31%[activator]
Cc1cc(NC(=O)c2cnn3cccnc23)n(-c2ccccc2)n1	-6%	-3%	0%	10	31%[activator]	-17%	5%	-15%	5%
CN=C(C[N+](=O)[O-])NCCSCc1ccc(CN(C)C)o1	3%	-8%	-7%	.	.	.	.	-16%	28%
COc1ccc(/C=N/n2c(-c3n[nH]c4c3CCC4)n[nH]c2=S)c(OC)c1OC	3%	-20%	-6%	3	2%	3%	-1%	-1%	-10%
COC(=O)[C@@]1(Cc2ccccc2)[C@H]2C(=O)N(C)C(=O)[C@H]2[C@H]2CN=C(SCc3ccc(Cl)cc3)N21	6%	1%	4%	.	.	.	.	-24%	5%

Source: PubChem BioAssay
